High-throughput results (PubChem)
PMI act – phosphomannose isomerase (human) activation; P34949; purified human PMI, coupled resazurin fluorescence, 20 min; stronger effect = higher value; 1 = vehicle control, 0 substrate-free wells; activation factor at 20 µM; 190,000 tested, 0.005% active; AID 1214;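 active = activation factor of 2 or more at 20 µM, relative to plate controls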
FLuc act counter – affects firefly luciferase, flagging false hits in luciferase stimulation screens; 200,000 tested, under 10 active; ATPlite luciferase biochemical, luminescence, 10 min; 0 = ATP-free wells, 1 = DMSO control; activation factor at 10 µM;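 active = luciferase activation factor, scaled between plate controls, of at least 2 with compound at 10 µM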
Target sequence (P08659 whole entry, looked up): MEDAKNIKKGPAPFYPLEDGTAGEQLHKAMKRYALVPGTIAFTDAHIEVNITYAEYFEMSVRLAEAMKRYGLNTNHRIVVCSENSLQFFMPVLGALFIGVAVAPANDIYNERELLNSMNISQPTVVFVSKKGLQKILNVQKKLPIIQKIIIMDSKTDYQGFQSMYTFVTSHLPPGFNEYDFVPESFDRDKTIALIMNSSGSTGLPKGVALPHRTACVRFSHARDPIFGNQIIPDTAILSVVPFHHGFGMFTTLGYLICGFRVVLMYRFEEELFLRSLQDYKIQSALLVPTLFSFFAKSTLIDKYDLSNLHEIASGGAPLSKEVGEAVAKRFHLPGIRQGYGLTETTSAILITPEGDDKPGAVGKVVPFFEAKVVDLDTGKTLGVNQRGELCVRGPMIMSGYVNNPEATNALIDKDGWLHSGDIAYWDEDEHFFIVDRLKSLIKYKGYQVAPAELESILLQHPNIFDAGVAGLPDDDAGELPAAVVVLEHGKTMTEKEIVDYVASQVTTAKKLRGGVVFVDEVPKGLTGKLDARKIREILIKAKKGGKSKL
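Material: Luciferase/luciferin reagent mix; Doses: test compounds dosed from 2 mM stocks in 100% DMSO; Schedule: 10 min incubation after luciferase reagent addition, room temperature; Measured by: luminescence from luciferase reaction; Read-out: luminescence gain marking luciferase activators.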
Diaph act CS – counter-screen for diaphorase-based assays: diaphorase activators and chemical reducers | Diaphorase/resazurin coupled assay, resorufin fluorescence, 16 min; stronger effect = higher value; 1 = vehicle wells, 0 = NADH-free wells | activation factor at 20 µM | 190,000 tested, 0.005% active;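 active = diaphorase activity raised at least twofold by the compound at 20 µM; inactive = activation factor below 2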
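Test system: Clostridium kluyveri diaphorase, purified enzyme. Buffer or medium: 50 mM HEPES pH 7.4 buffer plus MgCl2 and Tween 20. Also added: 0.114 mM NADH and 0.1 mM resazurin, final amounts. Dosing: compound 20 µM once, DMSO 1%. Schedule: 16 min enzyme reaction, ambient temperature. Detection: fluorescence of resorufin, 544 nm excitation, 590 nm emission.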
Efa HMGR inh – E. faecalis class II HMG-CoA reductase inhibition. purified E. faecalis HMGR, NADPH absorbance 340 nm kinetic. inhibition, % at 10 µM. 190,000 tested, 0.41% active;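 active = inhibition above a set limit, the median over all tested compounds plus 3 SD, cut at about 9.5% in these data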;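 note: enzyme runs in reverse so mevalonate oxidation gives rising NADPH absorbance; 0% = complete reaction with DMSO and 100% = background rate lacking mevalonate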
G6PDH counter – inhibits Leuconostoc G6PDH, flagging false hits in G6PDH-based assays; inhibition, % at 5 µM; AID 1020; Purified L. mesenteroides G6PDH, diaphorase/resazurin coupled fluorescence, 45 min; 200,000 tested, 0.12% active; in the data active = inhibition above about 50%
Diaphorase inh – diaphorase inhibition or chemical oxidation counter-screen. inhibition, % at 20 µM. diaphorase resazurin-to-resorufin fluorescence, NADH, 16 min; bacterial (C. kluyveri) enzyme, not human. 190,000 tested, 0.69% active. AID 1217;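 active = primary screen inhibition at 20 µM above a set limit, cut at about 50% in these data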;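 note: plate controls were DMSO with full reaction for no effect and wells lacking NADH for full effect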
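Assay system: diaphorase enzyme from Clostridium kluyveri. Quantity: enzyme working solution with 0.14 U/mL diaphorase. Schedule: reaction incubation of 16 min at room temperature. Technique: resorufin fluorescence, excitation 544 nm, emission 590 nm. Controls: No-NADH positive control and DMSO neutral control.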
PMI act satM6P – activators of human phosphomannose isomerase at near-saturating mannose 6-phosphate. 190,000 tested, 0.34% active. coupled PMI enzyme assay, resazurin fluorescence, 20 min; stronger effect = higher value; 1 = untreated enzyme, 0 = substrate-free blank. activation factor at 20 µM;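 active = activation factor of 2 or more at 20 µM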
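Material: human phosphomannose isomerase with PGI, G6PDH, diaphorase coupling enzymes; amount: PMI at 15 ng/mL final; also added: Mannose-6-phosphate 1.0 mM (near-saturating) plus 0.22 mM NADP+; incubation: enzyme reaction with compound 20 min at room temperature; signal: resorufin fluorescence (Ex 544/Em 590 nm) from resazurin via diaphorase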
TNAP inh hi DEA – inhibitors of human TNAP at high phosphate acceptor concentration. P05186. purified TNAP, CDP-star luminescence, 1 M DEA. inhibition, % at 20 µM. 200,000 tested, 0.03% active. AID 1135;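 active = over 50% inhibition of tissue-nonspecific alkaline phosphatase at 20 µM in the single-dose screen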;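 note: plate controls were DMSO wells for no effect and EDTA-quenched wells as full inhibition for full effect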
Target sequence (P05186 whole entry, looked up): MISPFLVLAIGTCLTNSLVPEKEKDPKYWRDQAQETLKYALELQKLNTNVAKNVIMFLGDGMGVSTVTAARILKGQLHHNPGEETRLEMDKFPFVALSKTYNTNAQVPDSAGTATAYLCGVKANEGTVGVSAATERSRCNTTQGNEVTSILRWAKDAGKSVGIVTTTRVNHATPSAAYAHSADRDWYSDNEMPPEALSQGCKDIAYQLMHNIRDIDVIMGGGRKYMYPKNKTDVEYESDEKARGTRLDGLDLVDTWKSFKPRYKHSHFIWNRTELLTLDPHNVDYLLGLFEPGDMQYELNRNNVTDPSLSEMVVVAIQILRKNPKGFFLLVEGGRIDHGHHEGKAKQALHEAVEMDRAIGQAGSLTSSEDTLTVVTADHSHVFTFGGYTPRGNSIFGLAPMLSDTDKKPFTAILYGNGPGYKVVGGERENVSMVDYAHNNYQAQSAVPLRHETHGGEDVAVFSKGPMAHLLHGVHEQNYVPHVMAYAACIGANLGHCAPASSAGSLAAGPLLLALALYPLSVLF
TNAP act hiacc – TNAP (human) activation, high acceptor | P05186 | purified TNAP, CDP-star luminescence, 1 M DEA, 30 min; stronger effect = higher value; 0 = EDTA background, 1 = DMSO-only activity | 200,000 tested, under 10 active | activation factor at 20 µM;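 active = activation factor at least 2 at 20 µM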
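Test system – human TNAP · Doses – 20 µM single point · Incubation – 30 min, room temperature · Signal – luminescent substrate turnover signal · Read-out basis – activation factor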
TNAP inh no acc – TNAP (human) inhibition, acceptor-free conditions | P05186 | AID 1012 | inhibition, % at 20 µM | purified TNAP, CDP-star luminescence, 30 min | 200,000 tested, 0.26% active;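 active = tissue-nonspecific alkaline phosphatase inhibition above about 50% at 20 µM in the single-dose screen, limit read from the data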;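 note: 0% = DMSO negative control and 100% = EDTA positive control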
Active calls of the source: *.

#1 COc1ccc(C2CC(c3cccs3)=NN2C(=O)c2ccc(Br)o2)cc1 (stereo not drawn)
#2 COc1ccc(C(=O)N2CC3(C)C4CCC3(C)C2(C#N)C4)cc1OC (stereo not drawn)
#3 Cc1ccc(NC(=S)NCCN(C2CCCCC2)C2CCCC2)cc1C
#4 COC(=O)CCc1sc(Nc2ccc(Br)cc2)nc1-c1ccc(OC)cc1
#5 Cc1ccc2c(c1)NCCO2
#6 CC(C)OC(=O)c1cc2c(ccn2C)n1CC(=O)N1CCC(Cc2ccccc2)CC1
#7 Cc1ccc(Cl)cc1N1CCN(C(=O)C2CCCN(S(=O)(=O)c3cnc[nH]3)C2)CC1 (stereo not drawn)
#8 CN(C)S(=O)(=O)c1ccc(NC(=O)c2cccnc2)cc1
compound no.	1	2	3	4	5	6	7	8
PMI act	1.1	0.9	1	0.9	0.9	0.9	0.9	1.1
FLuc act counter	1	1	1	1.1	1.1	1.1	1	1.1
Diaph act CS	1	1	0.7	0.8	0.7	0.7	0.9	0.9
Efa HMGR inh	-5	1	-3	-3	3	4	-4	-6
G6PDH counter	10	-4	3	-16	4	12	2	6
Diaphorase inh	1	2	26	20	26	30	14	6
PMI act satM6P	1	1	0.9	0.8	0.8	0.7	1	1
TNAP inh hi DEA	-1	2	-7	1	-5	-8	5	-1
TNAP act hiacc	1	1	1.1	1	1.1	1.1	1	1
TNAP inh no acc	-5	-6	-41	1	-13	-2	-2	31

8 entries from above, ordered by molar mass, descending:
#7 Cc1ccc(Cl)cc1N1CCN(C(=O)C2CCCN(S(=O)(=O)c3cnc[nH]3)C2)CC1 (stereo not drawn)
#4 COC(=O)CCc1sc(Nc2ccc(Br)cc2)nc1-c1ccc(OC)cc1
#1 COc1ccc(C2CC(c3cccs3)=NN2C(=O)c2ccc(Br)o2)cc1 (stereo not drawn)
#6 CC(C)OC(=O)c1cc2c(ccn2C)n1CC(=O)N1CCC(Cc2ccccc2)CC1
#3 Cc1ccc(NC(=S)NCCN(C2CCCCC2)C2CCCC2)cc1C
#2 COc1ccc(C(=O)N2CC3(C)C4CCC3(C)C2(C#N)C4)cc1OC (stereo not drawn)
#8 CN(C)S(=O)(=O)c1ccc(NC(=O)c2cccnc2)cc1
#5 Cc1ccc2c(c1)NCCO2
compound no.	7	4	1	6	3	2	8	5
PMI act	0.9	0.9	1.1	0.9	1	0.9	1.1	0.9
FLuc act counter	1	1.1	1	1.1	1	1	1.1	1.1
Diaph act CS	0.9	0.8	1	0.7	0.7	1	0.9	0.7
Efa HMGR inh	-4	-3	-5	4	-3	1	-6	3
G6PDH counter	2	-16	10	12	3	-4	6	4
Diaphorase inh	14	20	1	30	26	2	6	26
PMI act satM6P	1	0.8	1	0.7	0.9	1	1	0.8
TNAP inh hi DEA	5	1	-1	-8	-7	2	-1	-5
TNAP act hiacc	1	1	1	1.1	1.1	1	1	1.1
TNAP inh no acc	-2	1	-5	-2	-41	-6	31	-13

New compounds follow:
#9 CCN(CC(=O)NCc1cccs1)C(=O)c1ccc(S(=O)(=O)N(C)C)cc1
#10 O=C(N1CCOCC1)C1(c2ccccc2)CCCCC1
#11 Cc1ccc(S(=O)(=O)NC(=O)Nc2ccc(Cl)cn2)cc1
#12 O=C(CC1NC(=O)NC1=O)NC1(C(=O)NC2CCCCC2)CCCCC1 (stereo not drawn)
#13 CC(C)(C)NC(=O)C(=O)NNC(=O)c1ccccc1Br
#14 N/C(=N\OC(=O)CCCN1C(=O)c2ccccc2C1=O)c1ccc(Cl)cc1
#15 COc1ccc(NC(=O)CSc2nnc3c4c(nc(-c5ccccc5)n23)CC(C)(C)OC4)cc1
#16 CCn1c(SCC(=O)N/N=C/C(C)=C/c2ccco2)nnc1-c1ccccc1
compound no.	9	10	11	12	13	14	15	16
PMI act	1	0.9	1	1	1	1	1	0.9
FLuc act counter	1.1	1.1	1	1	1.1	1	1	0.9
Diaph act CS	0.9	0.9	1	0.9	0.9	0.9	0.9	0.7
Efa HMGR inh	0	0	-2	-1	-1	-6	-3	-3
G6PDH counter	3	-2	7	-7	10	-6	-4	3
Diaphorase inh	7	11	-4	12	8	7	7	28
PMI act satM6P	1	0.9	1	1	1	1	1	0.6
TNAP inh hi DEA	-5	-7	-4	-4	1	5	-6	-4
TNAP act hiacc	1	1.1	1	1	1	0.9	1.1	1
TNAP inh no acc	-8	-15	-7	-11	24	-2	-6	5

#17 O=[N+]([O-])c1ccc2nc(SCc3cn4cc(Cl)ccc4n3)[nH]c2c1
#18 CC(=O)N(C)N1c2ccccc2CCc2ccccc21
#19 Cc1ccccc1NC(=O)CSC(N)=O
#20 CC1CCN(CC(=O)Nc2ccccc2C(=O)c2ccccc2)CC1
#21 O=c1c(Cl)c(N2CCN(c3ccc(F)cc3)CC2)cnn1-c1nc2ccccc2s1
#22 CN(C)CCCN(C(=O)CCOc1ccccc1)c1nc2c(F)cccc2s1
#23 Cc1ccc(-n2ncc3c(NCC4CCCO4)ncnc32)c(C)c1 (stereo not drawn)
#24 COc1ccc(-n2c(=S)[nH]c3cc(C(=O)Nc4ccccc4OC)ccc3c2=O)cc1
compound no.	17	18	19	20	21	22	23	24
PMI act	0.9	0.9	0.9	0.9	0.9	0.5	0.9	1
FLuc act counter	1	1	1.1	1.1	0.9	1.1	1	1
Diaph act CS	0.8	0.8	0.9	0.9	0.9	0.9	0.9	1.1
Efa HMGR inh	-9	-3	4	1	-4	1	-2	-4
G6PDH counter	-7	1	-19	7	-15	0	-7	-20
Diaphorase inh	20	16	8	14	8	12	15	-5
PMI act satM6P	1	0.9	1.1	1	1	0.5	1	1.1
TNAP inh hi DEA	-2	2	-1	-4	-2	-1	-3	-3
TNAP act hiacc	1	1	1	1	1	1	1	1
TNAP inh no acc	-82	-4	-46	-4	-10	-9	-12	8

#25 CC(=O)NC(CCS(C)(=O)=O)C(=O)N1CCc2ccccc21 (stereo not drawn)
#26 N#Cc1c(NC(=O)C2CC(c3c(F)cccc3Cl)=NO2)sc2c1CCC2 (stereo not drawn)
#27 COc1ccccc1OCc1nnc(SCC(=O)NCc2ccco2)n1-c1ccccc1
#28 Cc1cc(=O)n2nc(N3CCCC(C(=O)NCCc4ccccc4)C3)sc2n1 (stereo not drawn)
#29 CCN(CC)S(=O)(=O)c1cccc(-c2nnc(SCC(=O)N3CCC(C(=O)O)CC3)n2N)c1
#30 COc1ccc(-n2c(NN)nc3sc4c(c3c2=O)CCCC4)cc1
#31 CCc1nnc(NC(=O)CSc2nc(-c3ccccc3)c(-c3ccccc3)o2)s1
#32 COC(=O)Nc1nnc(Cc2ccccc2)s1
compound no.	25	26	27	28	29	30	31	32
PMI act	0.9	0.8	1	0.9	1.1	0.9	0.9	0.9
FLuc act counter	1.1	1	1	1	1	1	1	1
Diaph act CS	0.9	0.8	0.9	0.8	1	0.9	0.9	0.9
Efa HMGR inh	2	-4	-5	-2	-4	-6	-6	1
G6PDH counter	-9	-17	6	2	3	4	-2	7
Diaphorase inh	12	15	8	16	0	11	8	15
PMI act satM6P	0.9	0.9	0.9	1	1	0.8	1	0.9
TNAP inh hi DEA	-5	4	-1	-7	1	-6	3	-2
TNAP act hiacc	1	1	1	1.1	1	1.1	1	1
TNAP inh no acc	-14	-1	-9	-12	-6	8	-2	-2

#33 COc1ccc2c(c1)CCN=C2Cc1ccc(OC)c(OC)c1
#34 CCN(CC)c1ccc(N=Cc2c(C)[nH]c3ccccc23)cc1
#35 Cc1ccc(-c2csc3ncnc(-n4nnc5ccccc54)c23)cc1C
#36 Cc1ccccc1-n1ncc2c(SCC(=O)NCc3cccs3)ncnc21
#37 CCOC(=O)c1cnc2c(-c3cccc(Br)c3)cnn2c1C
#38 COc1ccc(-c2csc(N3N=C(C)C(C)C3=O)n2)cc1 (stereo not drawn)
#39 CSCCC(=O)Nc1cc(S(=O)(=O)N2CCOCC2)ccc1N1CCN(C)CC1
#40 CNC(=S)NCCc1cc2c(OC)ccc(OC)c2[nH]c1=O
compound no.	33	34	35	36	37	38	39	40
PMI act	1.3	0.6	0.9	0.9	0.9	1.1	1	0.9
FLuc act counter	1	0.9	1	1	0.8	0.4	1	1.1
Diaph act CS	0.8	0.7	0.8	1	1	1	1	0.8
Efa HMGR inh	-7	4	2	-5	-7	4	-5	-3
G6PDH counter	2	1	8	5	-27	-2	4	7
Diaphorase inh	16	34	17	2	4	-2	4	23
PMI act satM6P	1.1	0.3	0.9	0.9	1	1	1	0.6
TNAP inh hi DEA	0	5	0	-5	-1	-2	1	-6
TNAP act hiacc	1	0.9	1	1.1	1	1	1	1.1
TNAP inh no acc	-21	4	-3	-6	-11	-28	-5	-12

#41 Nc1c(C(=O)NCc2ccco2)c2nc3ccccc3nc2n1CCc1ccccc1
#42 Cn1c(NCc2cccs2)nc2ccccc21
#43 CNC(=O)c1[nH]cnc1C(=O)N[C@@H](CC(C)C)C(=O)OCc1ccccc1
#44 CCCC(=O)Nc1ccc2nc(SCC(=O)Nc3nccs3)sc2c1
#45 Cc1ccc(OCC(=O)NCCO)cc1C
#46 C/C(=N\N(Cc1ccccc1)c1ccccc1)c1cccnc1
#47 COc1ccc(C(CNC(=O)c2cc(C)oc2C)N2CCOCC2)cc1 (stereo not drawn)
#48 O=C(CNC(=O)c1ccco1)OCN1C(=O)c2ccccc2C1=O
#49 O=C(c1cnc2sccn2c1=O)N1CCc2ccccc2C1
compound no.	41	42	43	44	45	46	47	48	49
PMI act	1	0.9	0.9	0.9	1	0.9	1.2	1	1.1
FLuc act counter	1	0.9	1.1	1	1	1.1	1.2	1.1	1
Diaph act CS	0.8	0.9	0.7	0.9	1	0.9	0.9	0.9	1
Efa HMGR inh	-2	0	-2	-2	-8	-2	2	4	-2
G6PDH counter	5	-2	6	-32	14	0	4	4	11
Diaphorase inh	23	10	26	6	3	10	9	6	-4
PMI act satM6P	0.7	1	0.9	1.1	1	0.9	1.4	1	1
TNAP inh hi DEA	2	-7	-7	0	-3	-5	-3	-4	-5
TNAP act hiacc	1	1.1	1.1	1	1	1	1	1	1.1
TNAP inh no acc	-10	-16	-13	-1	-10	-17	-5	-14	3
